eLon inh – E. coli protease La inhibition | 360,000 compounds, 0.42% hits | purified E. coli Lon protease, fluorescence polarization | inhibition, % at 7.94 µM | P0A9M0 | AID 602123; in the data active means inhibition above about 13%, passing the limit was not always enough;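 further: 0% = enzyme with probe and DMSO and 100% = no enzyme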
Target sequence (P0A9M0 whole entry, looked up): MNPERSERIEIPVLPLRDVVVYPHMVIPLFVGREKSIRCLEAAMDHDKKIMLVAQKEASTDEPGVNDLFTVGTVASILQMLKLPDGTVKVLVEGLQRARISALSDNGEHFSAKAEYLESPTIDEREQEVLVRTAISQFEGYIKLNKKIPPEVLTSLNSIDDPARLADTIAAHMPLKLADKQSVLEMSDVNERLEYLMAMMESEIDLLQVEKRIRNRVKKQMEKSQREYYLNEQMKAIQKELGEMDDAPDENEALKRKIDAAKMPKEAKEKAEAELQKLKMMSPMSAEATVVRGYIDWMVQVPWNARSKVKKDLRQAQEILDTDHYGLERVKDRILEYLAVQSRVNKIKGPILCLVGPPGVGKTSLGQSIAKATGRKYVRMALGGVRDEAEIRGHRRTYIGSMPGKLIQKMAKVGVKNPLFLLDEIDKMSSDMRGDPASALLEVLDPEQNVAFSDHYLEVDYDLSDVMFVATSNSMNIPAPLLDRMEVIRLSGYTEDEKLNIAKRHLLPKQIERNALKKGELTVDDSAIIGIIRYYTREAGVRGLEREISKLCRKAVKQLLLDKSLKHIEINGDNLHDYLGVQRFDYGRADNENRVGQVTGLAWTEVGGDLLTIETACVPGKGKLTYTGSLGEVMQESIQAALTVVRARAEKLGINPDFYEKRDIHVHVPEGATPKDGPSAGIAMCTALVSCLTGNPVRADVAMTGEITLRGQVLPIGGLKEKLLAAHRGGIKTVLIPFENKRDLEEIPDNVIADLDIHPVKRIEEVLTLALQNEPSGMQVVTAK
Tb MetRS inh – blocks T. brucei methionyl-tRNA synthetase activity. AID 624268. purified T. brucei MetRS, ATP depletion, Kinase-Glo luminescence. inhibition, % at 11.9 µM. 360,000 compounds, 0.4% hits;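 active means inhibition above a per-plate cutoff of the control wells' mean inhibition plus 3 SD, cut at about 5.5% in these data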;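 further: 0% = DMSO wells median and 100% = median of wells with control inhibitor compound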
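Material: T. brucei methionyl-tRNA synthetase, purified; reagent: substrates ATP, L-methionine and bulk Escherichia coli tRNA; dosing: 11.9 µM single point; timing: 15 min plus 2 h at 25 °C; detection: luminescence of leftover ATP; evaluation: % inhibition; control set: DMSO-only wells as low control; replicates: singlicate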
FAS TE block – blocks the thioesterase domain of human fatty acid synthase | AID 602261 | inhibition, % at 15 µM | recombinant FAS-TE, OMFH fluorogenic substrate, fluorescence endpoint | 360,000 compounds, 0.67% hits;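 active means compounds whose normalised, plate-corrected inhibition of enzyme fluorescence in the single-dose primary screen is 50% or more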;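 further: 0% = DMSO with enzyme and 100% = substrate without enzyme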
MsrA inhibitor – bovine MsrA inhibition; purified bovine MsrA, absorbance read-out; inhibition, % at 15.5 µM; 360,000 compounds, 0.75% hits; in the data active means inhibition above about 4.5%;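 further: 0% = vehicle wells with enzyme and 100% = reference inhibitor wells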
MsrA act – activators of bovine methionine sulfoxide reductase A; purified bovine MsrA, absorbance read-out; activation, % at 10.6 µM; 360,000 compounds, 0.3% hits; in the data active means activation above about 7.5%;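 further: 0% = vehicle and 100% = reference activator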
MLLE-PAM2 inh – blocks PAM2 peptide binding to the PABP1 MLLE domain. P11940. GST-MLLE / FITC-PAM2 fluorescence polarization. inhibition, % at 20 µM. 360,000 compounds, 0.36% hits; in the data active means inhibition above about 35%, passing the limit was not always enough;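 further: plate controls were DMSO wells with GST-MLLE for no effect and wells lacking GST-MLLE protein for full effect; some results filed as inactive read as strong as hits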
SKN-1 block – inhibitors of C. elegans SKN-1; C. elegans VP596 Pgst-4::GFP/RFP ratio, acrylamide-induced, 24 h; inhibition, % at 21.8 µM; 360,000 compounds, 0.49% hits; AID 624304;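 active means interference check ratio from 0.5 to 1.5 plus GFP to RFP signal ratio inhibition reaching or exceeding a fixed threshold, cut at about 30% in these data, passing the limit was not always enough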; further: some compounds called inactive have numbers as strong as hits
NRP1-CendR mod – alters CendR peptide binding to human NRP-1 | O14786 | FAM-RPARPAR peptide binding to NRP-1, fluorescence polarization | inhibition, % at 25 µM | 360,000 compounds, 0.85% hits | AID 602438;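 active means inhibition or corrected inhibition above about 18%, plus a signal ratio from 0.5 to 1.5, limit read from the data, passing the limit was not always enough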; further: strong numbers were not always called active
MT1-MMP act inh – inhibitors of human MT1-MMP activation | P50281 | HT1080 RFP-PRO-GFP cells, GFP/RFP ratio fluorescence, overnight; percent of plate control window, DMSO zero | GFP/RFP ratio change, % at 20 µM | 360,000 compounds, 0.061% hits | AID 651647;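 active means GFP/RFP ratio change of at least 30% with cell ATP level not reduced by more than half and red fluorescence within 50% of control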; further: strong numbers were not always called active
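Assay system: HT1080 RFP-PRO-GFP cells | Dosing: 20 µM single dose, 1% DMSO | Incubation: Cells overnight before dosing, compound overnight, 37 °C, 5% CO2 | Evaluation: GFP/RFP fluorescence ratio | Control set: DMSO-only wells and HT1080 RFP-L50D-GFP cell wells as references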
* hit, by the source's call; . = not tested or not shown. An unsorted share of the library; any-hit rate near 4%.

Each structure is followed by: SKN-1 block	NRP1-CendR mod	MsrA inhibitor	MLLE-PAM2 inh	FAS TE block	MsrA act	eLon inh	Tb MetRS inh	MT1-MMP act inh
COc1ccccc1Cc1c(-c2cccc(Br)c2)nc2ccc(Cl)cn12
    23	-69	0.7	-34	-1	-1	-44	0.2	-6
Cc1cccc(N2C(=N)SCC2=O)c1C
    1	8	0.4	-11	-8	-4	-4	-0.3	0
Cc1ccc(S(=O)(=O)N2CCN(C(=O)N3CCOCC3)C2C)cc1 (stereo not drawn)
    3	0	-0.1	-2	-7	-1	4	0.3	0
CN(C)S(=O)(=O)N1CCN(CC(O)COc2ccc(-c3ccccc3)cc2)CC1 (stereo not drawn)
    8	6	-0.5	4	2	-5	3	-1.4	3
COc1ccc(OC)c(C2C(C(C)=O)=C(O)C(=O)N2CCN2CCOCC2)c1 (stereo not drawn)
    12	5	2.0	9	-9	2	-8	-0.8	2
Clc1nc(-c2ccccn2)nc2scc(-c3ccccc3)c12
    9	30*	2.9	3	6	-2	-3	-0.2	-6
Nc1nc(SCC(=O)c2ccc(F)cc2)n[nH]1
    -13	-7	1.3	16	-25	-1	-5	-0.5	1
CC(NC(=O)Cc1ccc(S(=O)(=O)N2CCOCC2)s1)c1ccc(Cl)cc1Cl (stereo not drawn)
    -8	17	-0.9	-20	5	-2	0	0.1	1
Cc1ccc2nc(C)cc(Nc3ccc4c(c3)OCCO4)c2c1
    -5	-13	2.9	-4	-7	-8	-7	0.1	-4
COCCn1c(Sc2ccc(C)cc2)nc2c1c(=O)[nH]c(=O)n2C
    -1	2	0.4	-4	-3	2	7	-0.3	5
CCCCCCC(=O)Nc1nc(C)c(-c2csc(Nc3ccccc3OC)n2)s1
    6	1	2.1	0	13	-2	5	-0.1	8
O=C1c2ccc3c4c(ccc(c24)C(=O)N1c1ccc(O)cc1)C(=O)N(c1ccc(O)cc1)C3=O
    -2	3	1.4	-4	-8	-3	0	0.4	1
CCOC(=O)CN1C(=O)C(=O)c2cccc(C)c21
    12	19	0.8	-6	-6	0	-4	-1.0	1
Cc1cc(C)nc(N2CCN(CC(=O)NCc3ccccc3)CC2)n1
    1	-3	0.6	11	-5	-1	-1	-0.9	8
CCNC(=S)Nc1c(C)n(C)n(-c2ccccc2)c1=O
    -2	18	1.6	-8	-9	-4	-4	0.9	1
CC(=O)OC[C@@H]1CN(Cc2ccccc2)C[C@H](n2cnc3c(Nc4ccccc4)ncnc32)O1
    6	-7	0.7	-19	3	-4	-6	-0.2	5
Cc1cc(NC(=O)COc2ccccc2C(N)=O)no1
    8	16	1.2	-46	-7	-2	-8	0.3	0
CC(C)CC(=O)Nc1ccnc(-c2ccncc2)n1
    -3	-3	0.7	-3	-5	-3	0	-0.6	6
COc1cc(/C=N/NC(=O)c2ccc(COc3cc(C)ccc3C(C)C)cc2)cc(OC)c1O
    2	-7	-0.6	-16	8	0	-5	-0.1	11
Cc1[nH]c(=O)[nH]c(=O)c1NS(=O)(=O)c1ccccc1
    9	-14	0.5	-10	-10	0	8	-0.1	2
O=S(=O)(c1ccccc1)N(CC(F)(F)F)c1ccc(C(O)(C(F)(F)F)C(F)(F)F)cc1
    7	3	0.9	2	31	-1	5	-0.7	-3
O=C(CSc1nnc(COc2ccccc2)n1Cc1ccco1)c1ccc(F)cc1
    11	1	-0.6	-90	22	-1	-2	-0.1	-1
COc1cc(NC(=O)c2sc(C)nc2C)c(OC)cc1NC(=O)c1ccccc1
    11	3	2.4	-11	2	-4	-12	-1.4	2
NC(=O)[C@H](Cc1cc2ccccc2s1)NC(=O)[C@@H]1CC2(CC(c3cccc(NC(=O)[C@@H]4CCC(=O)N4)c3)=NO2)CN1C(=O)/C=C/c1c(F)cccc1Cl (stereo partly drawn)
    11	-28	.	13	2	0	1	0.2	3
CCN(CC)S(=O)(=O)c1cccc(C(=O)Nc2ccc(Cl)cn2)c1
    -29	10	-0.6	-15	8	-8	2	0.0	-2
COc1ccccc1N1CCN(C(=O)CSc2nc3ccccc3c(=O)n2CC2CCCO2)CC1 (stereo not drawn)
    26	6	-1.1	14	1	3	-1	-1.2	6
Clc1cccc(N/N=C/c2ccc(N3CCOCC3)cc2)c1
    5	-4	1.7	-2	16	-3	-18	-0.4	4
COc1cccc(C(=O)NCC(=O)N/N=C(C)\C=C\c2ccccc2)c1
    -11	4	2.0	6	-1	-7	-6	-0.8	-1
CCCC(=O)Nc1nnc(-c2ccco2)s1
    -10	-5	1.4	11	-4	-8	-14	-1.2	0
O=C(COC(=O)CCCNC(=O)c1ccc(Cl)cc1)Nc1cc(Cl)ccc1Cl
    4	15	0.2	-2	10	-10	0	-1.0	3

Single records, from the list above. Order of values: SKN-1 block | NRP1-CendR mod | MsrA inhibitor | MLLE-PAM2 inh | FAS TE block | MsrA act | eLon inh | Tb MetRS inh | MT1-MMP act inh
`CC(=O)OC[C@@H]1CN(Cc2ccccc2)C[C@H](n2cnc3c(Nc4ccccc4)ncnc32)O1` in the list: 6 | -7 | 0.7 | -19 | 3 | -4 | -6 | -0.2 | 5
`COc1ccccc1N1CCN(C(=O)CSc2nc3ccccc3c(=O)n2CC2CCCO2)CC1` (stereo not drawn) in the list: 26 | 6 | -1.1 | 14 | 1 | 3 | -1 | -1.2 | 6

Carrying on:
Each structure is followed by: SKN-1 block	NRP1-CendR mod	MsrA inhibitor	MLLE-PAM2 inh	FAS TE block	MsrA act	eLon inh	Tb MetRS inh	MT1-MMP act inh
CCOC(=O)C1CCN(C(=O)c2ccc3c(c2)NC(=O)/C(=C\c2cccc(C)c2)S3)CC1
    -12	-7	-1.0	8	25	-7	-3	-0.8	-1
CC(C)c1ccc(NC2CCCN(C(=O)c3cscn3)C2)cc1 (stereo not drawn)
    -1	21*	0.3	0	-1	-3	3	-0.7	2
O=C(NC12CC3CC(CC(C3)C1)C2)c1ccc(COc2ccc(Cl)cc2[N+](=O)[O-])o1
    -5	6	.	-4	26	-5	-9	0.0	7
COC(=O)c1c(C(=O)OC)c(C)n(Cc2cccnc2)c1C
    -3	11	-0.2	5	-5	2	3	0.0	4
Cn1c(=O)c2ccccc2n(CC(=O)N2CCCc3ccccc32)c1=O
    19	4	-0.8	1	0	-1	6	-0.7	3
C(=N\N1CCOCC1)/c1cccs1
    8	-5	-0.4	9	-11	-3	-7	-0.3	0
O=C(COc1ccc([N+](=O)[O-])cc1)Nc1ccc(CN2CCOCC2)cc1
    1	-4	1.5	7	7	-10	-2	-0.7	5
O=C1Nc2ccccc2N(O)N1c1ccc(Cl)c(Cl)c1
    -15	5	0.2	17	-4	-2	-13	0.0	7
CC(C)(C)c1nnc(NS(=O)(=O)c2cc(Cl)ccc2Cl)s1
    -4	-12	-0.1	23	6	-4	0	-0.6	0
Cc1ccc(-c2nc(CS(=O)(=O)CC(=O)NC3CCCCC3C)c(C)o2)cc1 (stereo not drawn)
    -3	4	0.0	6	-1	-2	-1	0.0	4
CCNC(C(=O)c1c[nH]c2c(CC)cccc12)c1ccccc1 (stereo not drawn)
    14	1	1.1	-11	5	-2	5	0.2	0
CCCCn1c(N)c(N(CC(C)C)C(=O)CCNC(=O)c2ccc(Cl)cc2)c(=O)[nH]c1=O
    12	10	0.9	-36	-3	-2	-10	-0.3	1
CCC(C)(C)n1nnnc1C(c1ccncc1)N1CCN(c2cccc(OC)c2)CC1 (stereo not drawn)
    15	-2	1.2	-16	0	2	-1	1.1	-12
CCN(CC(=O)Nc1ccc(NC(C)=O)cc1)C(=O)/C=C/c1cn(Cc2ccccc2)nc1-c1cccnc1
    26	-26	-1.1	-77	-6	-1	-12	0.1	-7
O=C(c1cccs1)N1C[C@H](O)[C@@H](n2cc(-c3ccc(F)cc3)nn2)C[C@@H]1c1ccccc1
    0	-6	-0.9	-7	-2	-1	2	-0.8	3
CCC1CCCCN1CC(O)Cn1c2ccccc2n2c(=O)cc(C)c(C#N)c12 (stereo not drawn)
    5	2	2.4	1	-7	4	3	-0.2	-4
Cc1ccc(NC(=O)Nn2cnnc2)c(C)c1
    1	-1	1.1	-4	-6	-14	-8	-0.6	4
CCc1ccccc1NS(=O)(=O)c1cc(C)ccc1OC
    -2	-10	2.8	-1	5	-4	10	-0.5	3
O=C(C[n+]1ccc(C(=O)N/N=C/c2ccc(OCc3ccccc3)cc2)cc1)c1ccccc1
    5	0	3.2	5	-6	-3	-10	-0.4	12
CC(C)c1ccc(NC(=O)Nc2cnccn2)cc1
    13	-4	-0.1	-4	2	-3	0	-0.3	-5
Cc1ccc(-n2nc3c(=O)n(C(C)C(=O)NC4CC4)nc(C)c3c2C)cc1 (stereo not drawn)
    8	7	0.1	1	-5	-6	-6	0.4	4
CCCCN(C(=O)c1c(CC)noc1C)c1c(N)n(CC(C)C)c(=O)[nH]c1=O
    5	-6	-0.3	10	-15	0	-3	0.4	8
CCn1c(C)nc2c(C)[n+](CC(=O)c3ccc(Br)cc3)ccc21
    5	3	-1.0	15	-9	-3	-5	-0.5	0
CC(C)Cn1c(N)c(C(=O)COC(=O)c2cc(S(=O)(=O)N3CCOCC3)ccc2Br)c(=O)n(C)c1=O
    -8	7	-0.2	0	39	-5	-4	-0.5	1
C[C@H](CO)N1C[C@H](C)[C@H](CN(C)C(=O)Nc2cccc(C(F)(F)F)c2)OCc2cnnn2CCCC1=O
    18	-18	0.1	17	-7	-1	-4	-0.1	2
CCC(c1nnnn1CS(=O)(=O)c1ccc(C)cc1)N1CCC(C(N)=O)CC1 (stereo not drawn)
    -4	-6	-0.2	1	-8	-9	6	0.4	4
Cc1ccc(NC(=O)C2CCN(S(=O)(=O)c3cccc(C(F)(F)F)c3)CC2)nc1
    -7	12	0.2	1	-1	1	9	0.5	3
CCCCn1c(N)c(N(CCOC)C(=O)c2cnc(C)cn2)c(=O)[nH]c1=O
    -6	6	-0.1	-31	-7	-2	-7	-0.4	-2
Nc1c(C(=O)c2ccc(Cl)cc2)sc2c1c(=O)[nH]c(=O)n2-c1ccccc1
    1	2	-0.4	-6	9	-6	7	-0.2	1
Cc1nn(CCOc2ccccc2)c(=O)n1-c1ccccc1
    -10	-14	-0.2	2	-10	-5	-5	0.0	5
Cc1cc(Br)ccc1OCc1nnc(-c2ccccc2)o1
    25	9	0.4	6	36	1	10	3.1	3
COC(=O)c1ccc(Cl)c(S(=O)(=O)N2CCCC2)c1
    3	3	0.4	17	-1	-6	-6	-0.5	-9
COC(=O)C1=CN(c2ccc(OC)cc2)C(N)=C(C#N)C1c1ccccc1F (stereo not drawn)
    0	14	-0.9	.	.	.	.	-0.3	-2
CC(=O)c1ccccc1OCCCOc1cccc2cccnc12
    4	8	1.6	-1	4	2	5	-1.3	5
Cc1cc(NS(=O)(=O)c2ccc(NC(=S)NC(=O)c3ccc(Cl)cc3Cl)cc2)no1
    5	9	1.3	27	0	-2	-3	1.2	0
COc1ccc2c(c1)c(C(=O)N/N=C/c1ccc(O)c(O)c1)c(C)n2C
    4	-12	5.5*	1	-4	-10	7	0.2	-2
Cc1ccc(NC(=O)COc2coc(CN3CCN(c4ccccc4)CC3)cc2=O)cc1
    14	6	-0.1	3	-2	-4	-8	-0.2	-2
Cc1cccc(NC(=O)CCNS(=O)(=O)c2cccc3nonc23)c1C
    1	5	0.6	3	-9	-13	3	-1.4	.
CCOC(=O)C1=C(C)NC(C)=C(C(=O)OCC)C1C(=O)OCC(N)=O
    -2	6	2.4	-4	-4	-7	-2	-0.8	5

Screening data deposited in PubChem BioAssay by several laboratories.
